human PMI inhibitors – human PMI inhibitors, high substrate, primary screen, biochemical, fluorescence intensity, high mannose 6-phosphate (AID 1220). recombinant PMI enzyme, coupled fluorescence intensity; higher % means a stronger effect. inhibition, % at 20 µM, or IC50 in µM where a hit was titrated. 0.66% of 190,000 active
human PMI inhibition – MPI enzyme activity inhibition – biochemical, fluorescence intensity, coupled assay, primary screen (AID 1209). inhibition, % at 20 µM; hits with a dose series show IC50 in µM. purified PMI enzyme, coupled fluorescence intensity; higher % means a stronger effect. 0.42% of 190,000 active;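 also: plate controls were DMSO vehicle for no effect and wells lacking substrate for full effect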
TNAP activators – human TNAP enzyme activators, primary screen, biochemical, luminescent, no phosphate acceptor, uHTS (AID 1001) | purified TNAP, luminescent activation assay, no phosphate acceptor; higher activation fold means a stronger effect | activation fold at 20 µM, or EC50 in µM where a hit was titrated | 0.03% of 200,000 active; in the data active = activation fold from about 3, or a potency from the dose series; inactive = the rest, 99 in 100 with activation fold below about 1.6; also: many of its hits are not listed in these tables
Salmonella PhoP GFP – inhibitors of PhoP regulon expression, primary screen, Salmonella Typhimurium, GFP reporter (AID 1863) | S. Typhimurium PhoP-regulated promoter GFP reporter, 4 h; higher % means a stronger effect | one-dose inhibition, % at 50 µM; IC50 in µM for titrated hits | 0.16% of 300,000 active;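 active = inhibition over 29.93%, a cutoff 3 SD above the screen mean, later confirmed by dose response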;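 also: 0% = low Mg2+ inducing control and 100% = high Mg2+ repressing control; strong numbers were not always called active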
RSV antiviral HEp-2 – inhibition of RSV-induced cytopathic effect – HEp-2 cells, primary 10 µM value included (AID 2391). HEp-2 cells, RSV-induced CPE inhibition; higher % means a stronger effect. one-dose CPE inhibition, % at 10 µM; IC50 in µM for titrated hits. 0.13% of 310,000 active; in the data active = a potency from the dose series; also: strong numbers were not always called active
WT yeast gro inh – growth inhibition of WT yeast, mitochondrial fusion screen; mitochondrial fusion phenotypic screen, WT strain; 2.1% of 190,000 active; inhibition, % at 10 µM; in the data active = inhibition above about 58%; tested in S. cerevisiae
XIAP antagonists – XIAP antagonists, biochemical, IAP family, fluorescence polarization (AID 1018) | 0.007% of 200,000 active | XIAP BIR domain, fluorescence polarization peptide displacement; higher % means a stronger effect | displacement, % at 20 µM; hits with a dose series show IC50 in µM; in the data active = displacement above about 50%; also: a part of the inactive calls stands beside numbers as strong as those of hits
Myeloid diff 2 – myeloid differentiation induction; 1% of 360,000 active; calls only at 10 µM; AID 624256; ER-HoxA9 myeloid progenitors, lysozyme-GFP differentiation, flow cytometry;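 active = normalized GFP-positive differentiation at or above the plate's own cutoff, the solvent-only control mean plus 3 SD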;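 also: cells exposed to compound for four days before flow analysis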
SIAH1 antagonists – Siah-1 peptide-binding antagonists, primary screen, biochemical, fluorescence polarization, rhodamine-plectin, uHTS (AID 1817) | Siah-1 / rhodamine-plectin peptide fluorescence polarization; higher % means a stronger effect | displacement, % at 20 µM; hits with a dose series show IC50 in µM | 0.02% of 290,000 active;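 active = displacement of at least 50% at 20 µM, with a fluorescence ratio check between 0.3 and a set limit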;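 also: plate controls were Siah plus tracer with DMSO for no effect and tracer alone without Siah for full effect; strong numbers were not always called active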
WT yeast gro inh mutant strain – further read-out of WT yeast gro inh, marked with its call; inhibition, %; mitochondrial fusion phenotypic screen, mutant strain inhibition
Myeloid diff 2 GFP+ MAC1+ % – second read-out of Myeloid diff 2, no call of its own (marks repeat the call); GFP+ MAC1+ double positive, %; measured here: differentiation confirmed by MAC1 staining
* marks the source's active call; other numbers are inactive results; i = inactive; nt = not tested or not shown; & = joins results of further samples. Rule as the data show it, unless noted: active = inhibition above about 50%; inactive = the rest. Hits appear at their usual frequency; any-hit rate near 3.1%.

SMILES	human PMI inhibitors	human PMI inhibition	TNAP activators	Salmonella PhoP GFP	RSV antiviral HEp-2	WT yeast gro inh	WT yeast gro inh mutant strain	XIAP antagonists	Myeloid diff 2	Myeloid diff 2 GFP+ MAC1+ %	SIAH1 antagonists
CC(C)(C)C1CCc2c(C(=O)N/N=C/c3cccs3)csc2C1 (stereo unspecified)	16%	17%	1.1	-2%	1.0%	56	25	-1.5%	i	4.8	0%
Cn1c(C(=O)N2CCC(C(=O)NCc3ccccc3)CC2)cc2sccc21	nt	nt	nt	-10%	13%	nt	nt	nt	i	4.0	3%
CCCCn1c(-c2ccsc2)nc2c1c(=O)[nH]c(=O)n2CCC	-26%	-1%	1	8%	-0.3%	-6	2	-1.0%	i	0.5	-4%
CC(C)CNS(=O)(=O)c1ccc2c(c1)OCCO2	8%	15%	1.1	0%	1.4%	-12	-1	-9.1%	i	3.1	2%
COC(=O)CCCCCC(CCC(=O)OC)NC(C)=O (stereo unspecified)	-11%	1%	1.1	7%	1.3%	-1	-4	-6.1%	i	2.2	3%
COc1ccc(-c2nc(-c3cccs3)c(-c3cccs3)[nH]2)cc1OC	10%	16%	1.1	-11%	59%	49	39	-0.3%	i	0.6	-3%
Cc1cccc(N(C(=O)Cn2nnc(-c3ccc(F)cc3)n2)C(C(=O)NC(C)(C)C)c2ccncc2)c1 (stereo unspecified)	6%	8%	1	2%	1.0%	0	-4	14%	i	0.6	-2%
Cc1nnc(SCC(=O)N2CCN(S(=O)(=O)c3ccccc3)CC2)n1Cc1ccccc1	58%*	-12%	1.1	2%	0.5%	-7	-7	1.4%	i	0.6	-1%
O=C(O)COc1ccc2c3c(c(=O)oc2c1)CCCC3	-2%	1%	1.1	-1%	-1.4%	20	-1	-4.0%	i	0.2	13%
O=C(CCl)Nc1ccc(N=Nc2ccccc2)cc1	-9%	-13%	1	10%	nt	-21	12	-3.3%	i	0.2	-2%
Cc1ccc(S(=O)(=O)NCc2ccc(C(=O)N3CCN(c4ccccn4)CC3)cc2)cc1	0%	1%	1.1	29%	-0.8%	-4	-18	-1.1%	i	0.2	1%
Cn1nc2c3cc(F)ccc3n(Cc3ccc(F)cc3)cc-2c1=O	nt	nt	nt	-2%	0.4%	nt	nt	nt	i	0.5	-2%
CCOC(=O)c1oc2cc(OC(C)=O)ccc2c(=O)c1-c1ccc(OC)c(OC)c1	nt	nt	nt	2%	1.0%	nt	nt	nt	i	0.2	-3%
COc1cccc(CNc2ccc(N3CCC(C)CC3)cc2)c1OC	63%*	67%*	1	4%	-0.1%	-1	21	-0.3%	i	0.7	-4%
COC(=O)c1cn(NC(=O)Cc2ccccc2Br)c(=O)c2ccccc12	-6%	-8%	1.1	-2%	1.0%	2	-3	-3.8%	nt	nt	-4%
COc1ccc(Cn2ccnc2SCC(=O)Nc2cccc(NC(C)=O)c2)cc1	-10%	-3%	1.2	-3%	9.3%	6	4	-6.0%	nt	nt	-2%
CCOC(=O)C1(CCCc2ccccc2)CCN(C(=O)CCn2cnnn2)CC1	7%	1%	1	nt	0.2%	8	-21	-9.2%	i	0.5	-6%
COc1ccc2[nH]c(C(=O)NCc3ccc4c(c3)OCO4)cc2c1	nt	nt	nt	1%	2.5%	nt	nt	nt	i	1.2	10%
COc1ccc(C(CC(=O)O)NC(=O)COc2ccc(C)cc2)cc1OC (stereo unspecified)	-4%	-5%	1.1	-13%	0.3%	0	-25	-4.1%	i	0.2	6%
N#Cc1ccc(C(=O)N2CCN(S(=O)(=O)c3ccc(Br)s3)CC2)cc1	5%	4%	1	5%	0.6%	-2	3	-3.8%	i	0.3	3%
CCCCCCC1CC(CC(=O)Nc2ccc([N+](=O)[O-])cc2)C(=O)O1 (stereo unspecified)	4%	13%	1	-4%	20%	11	5	0.5%	i	0.7	1%
CCCn1c2ccccc2c2nnc(SC(CC)C(=O)Nc3cc(C)on3)nc21 (stereo unspecified)	-2%	-2%	1	0%	0.0%	-6	9	-24%	i	0.7	5%
COc1ccccc1NC(=S)N(Cc1ccco1)Cc1cc2cccc(C)c2[nH]c1=O	4%	14%	1.1	-2%	1.8%	1	12	0.7%	i	1.7	9%
CC(C(=O)NCCN1C(=O)S/C(=C\c2cccnc2)C1=O)N1C(=O)c2ccccc2C1=O (stereo unspecified)	-1%	-3%	1	-6%	0.8%	-7	-19	-1.5%	i	0.9	2%
Cc1noc(C)c1S(=O)(=O)N1CCC(C(=O)NC2CCCc3ccccc32)CC1 (stereo unspecified)	0%	9%	1.1	-1%	0.0%	2	-4	-3.1%	i	0.5	2%
O=C(C(=O)N1CCN(Cc2ccc3c(c2)OCO3)CC1)c1c[nH]c2ccccc12	nt	nt	nt	-5%	4.5%	nt	nt	nt	i	1.3	1%
CCn1c(Cc2c(C)[nH]c3ccccc23)nnc1SCC(N)=O	9%	13%	1.1	0%	0.9%	-9	-18	0.4%	i	3.4	6%
CCN1c2ccccc2S(=O)(=O)c2ccccc21	nt	nt	nt	8%	2.2%	nt	nt	nt	i	1.0	-8%
O=C(C[n+]1ccccc1)c1ccc(NC(=O)c2ccccc2)cc1	-54%	12%	1.1	3%	-0.6%	-9	-11	-8.0%	i	0.4	5%
Cc1ccc(CC(CC(=O)Nc2cccc(C(F)(F)F)c2)C(=O)O)cc1 (stereo unspecified)	-5%	-14%	1.2	-7%	3.5%	8	15	-5.4%	i	0.0	-8%
CC(=O)Oc1ccc2ccc(=O)oc2c1	-2%	1%	1.1	-2%	nt	3	16	-4.1%	i	2.1	2%
CN(C(=O)c1ccccc1NC(=O)C(F)(F)F)c1ccccc1	-6%	-2%	1.1	9%	-1.0%	nt	nt	-4.9%	i	0.3	3%
O=S(=O)(NCCSc1ccc(Cl)cc1)c1ccc2c(c1)OCCO2	6%	7%	1.1	7%	18%	10	7	-11%	i	0.9	2%
O=S(=O)(c1cccc2nsnc12)N1CCOCC1	-1%	0%	1.1	5%	1.1%	5	13	-0.9%	i	0.6	1%
COC(=O)c1ccc(COc2ccccc2/C=N/NC(=O)c2cccnc2)cc1	0%	5%	0.9	-6%	-0.9%	-9	10	-4.6%	i	0.5	2%
COc1ccc(CC(=O)Nc2cc(S(=O)(=O)N3CCOCC3)ccc2N2CCOCC2)cc1	-2%	0%	1.1	4%	-0.5%	0	8	-2.8%	i	0.1	-1%
CSc1ccc(CCNC(=O)C2CCN(c3nnc(-n4cccc4)s3)CC2)cc1	-5%	0%	1.2	3%	0.8%	0	-8	-0.2%	i	2.2	0%
Cc1cc(C)c(C#N)c(SCC(=O)CC(=O)OC(C)C)n1	4%	9%	1.1	10%	3.5%	-16	-5	-2.3%	i	0.7	4%
COC(=O)c1n[nH]n(-c2ccc(F)c(Cl)c2)c1=O	nt	nt	nt	-10%	1.2%	nt	nt	nt	i	0.6	-1%
COc1ccc(CNc2cc(C)nc3ccc(OC)cc23)cc1	nt	nt	nt	13%	15%	nt	nt	nt	i	3.7	2%
CCOc1ccc(/C=C/C(=O)NCc2ccccc2)cc1	3%	3%	1.1	6%	3.7%	4	2	1.1%	i	0.5	6%
CN(C)c1ccc(S(=O)(=O)NCC(=O)NCC2CCCCC2)cc1[N+](=O)[O-]	nt	nt	nt	2%	0.1%	nt	nt	nt	i	2.5	1%
Cc1cccn2c(CN(C)CCC3CCCCO3)c(C(=O)N3CCCCC3)nc12 (stereo unspecified)	17%	16%	1.1	0%	2.2%	16	1	-4.6%	i	0.4	-4%
CCOc1ccc(C(c2c(C)[nH][nH]c2=O)c2c(C)[nH][nH]c2=O)cc1OCC	31%	16%	0.4	14%	2.1%	3	17	-1.0%	i	0.9	1%
CC1(C)CC(=O)C(=Cc2cn(-c3ccccc3)nc2-c2ccc(Cl)cc2)C(=O)C1	13%	14%	1	5%	7.8%	-1	8	-2.7%	i	0.5	-2%
COc1ccc(C(=O)CSc2nnc(CNC(=O)c3ccccc3)o2)cc1	nt	nt	nt	-5%	5.2%	nt	nt	nt	i	0.2	-4%
Cc1c(Cc2ccccc2)c(=O)oc2c(C)c(OC(C)C(=O)N[C@@H](Cc3ccccc3)C(=O)O)ccc12 (stereo partly specified)	nt	nt	nt	1%	0.6%	nt	nt	nt	i	2.8	30%
CCOC(=O)CCSCC(=O)Nc1nnc(C)s1	5%	6%	1.2	-1%	3.3%	8	1	-2.7%	i	2.1	3%
Cc1cccc(CN2CCC(CNC(=O)Cn3ncc4c([nH]c5ccccc54)c3=O)CC2)c1	nt	nt	nt	1%	-0.2%	nt	nt	nt	i	8.1	-3%
CCN(c1ccccc1)S(=O)(=O)c1ccc(Cl)c(C(=O)N(CC2CCCO2)C2CCS(=O)(=O)C2)c1 (stereo unspecified)	-7%	-1%	1.1	0%	0.9%	-6	8	1.0%	i	0.6	-4%
O=C(CC1SC(=O)N(c2ccccc2)C1=O)Nc1ccc(Cl)cc1 (stereo unspecified)	nt	nt	nt	-2%	1.4%	nt	nt	nt	i	0.5	3%
CC1CCN(S(=O)(=O)c2ccc3ccccc3c2)CC1	6%	13%	1.1	5%	11%	-15	-6	-5.3%	i	0.3	-4%
Cc1ccc(S(=O)(=O)N2C(=O)c3cccc4cccc2c34)cc1	nt	nt	nt	-8%	16%	nt	nt	nt	i	0.4	4%
Cc1ccc(C(O)(C(=O)NNc2ccc3ccccc3n2)c2ccc(C)cc2)cc1	-18%&-37%	-8%&-21%	1.3&1.1	-1%&3%	2.9%&1.9%	-8&-17	5&18	-9.5%&-3.1%	i	0.5&0.3	-6%&-12%
CCOC(=O)C1CCCN(CCC(=O)Nc2cccc(C)c2)C1 (stereo unspecified)	7%	9%	1	-1%	0.1%	-1	-7	-6.8%	i	0.1	-3%
Cc1ccc(S(=O)(=O)N(CC(=O)NC2CC2)c2ccc(C)c(Cl)c2)cc1	nt	nt	nt	-3%	1.8%	nt	nt	nt	i	0.7	7%
Cc1ccccc1CN(C)C1CCN(C)CC1	nt	nt	nt	-16%	-0.4%	nt	nt	nt	i	0.4	-1%
Cc1nn(C)c(=O)n1N(C)c1ncc(C(F)(F)F)cc1Cl	5%	-7%	1.2	5%	2.3%	3	6	-2.4%	i	0.3	-3%
CCOC(=O)c1cc(C)n(-n2cnnc2)c1C	11%	9%	1.1	-4%	2.4%	35	28	-11%	i	0.7	0%
Cc1nc2ccccc2n1Cc1ccccc1Br	nt	nt	nt	-1%	0.8%	nt	nt	nt	i	0.8	0%
Cc1nn(CC(=O)NCc2ccc(-n3cccn3)cc2)c(C)c1[N+](=O)[O-]	12%	3%	1.1	-1%	0.9%	-2	21	-4.0%	i	0.3	0%

Some of the entries above, reformatted:
Cc1cccc(CN2CCC(CNC(=O)Cn3ncc4c([nH]c5ccccc54)c3=O)CC2)c1
  human PMI inhibitors = nt; human PMI inhibition = nt; TNAP activators = nt; Salmonella PhoP GFP = 1%; RSV antiviral HEp-2 = -0.2%; WT yeast gro inh = nt; WT yeast gro inh mutant strain = nt; XIAP antagonists = nt; Myeloid diff 2 = i; Myeloid diff 2 GFP+ MAC1+ % = 8.1; SIAH1 antagonists = -3%
CCN(c1ccccc1)S(=O)(=O)c1ccc(Cl)c(C(=O)N(CC2CCCO2)C2CCS(=O)(=O)C2)c1 (stereo unspecified)
  human PMI inhibitors = -7%; human PMI inhibition = -1%; TNAP activators = 1.1; Salmonella PhoP GFP = 0%; RSV antiviral HEp-2 = 0.9%; WT yeast gro inh = -6; WT yeast gro inh mutant strain = 8; XIAP antagonists = 1.0%; Myeloid diff 2 = i; Myeloid diff 2 GFP+ MAC1+ % = 0.6; SIAH1 antagonists = -4%

High-throughput results (PubChem BioAssay)
